DAGLB inh = blocks human DAGLB lipase activity; 0.059% of 340,000 active; inhibition, % at 5.17 µM; Q8NCG7; HEK293T DAGLB membrane lysate, EnzChek fluorogenic substrate; in the data active = inhibition above about 34%;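 also: 0% = enzyme with vehicle and 100% = wells lacking enzyme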
HTR5A inv ctr = inverse agonist of human HTR5A in OPRM1-OPRD1 counter-screen | inhibition, % at 9.3 µM | P47898 | HTR5A cell line, luminescence, inverse agonism | 0.083% of 340,000 active; in the data active = inhibition mostly above about 23%, no sharp cut-off; inactive = mostly below about 18%;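 also: 0% = cells with DMSO and 100% = no-cell wells with DMSO; some compounds called inactive have numbers as strong as hits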
PKA-R1A act = activates the PKA-R1A holoenzyme complex. P00514+P68181. PKA-R1A dissociation, Cy5-IP20 fluorescence polarization; scaled: DMSO 0%, 113 µM cGMP 100%. activation, % at 11.4 µM. 0.083% of 340,000 active;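 active = percent activation above the mean of all tested compounds plus 3 SD, cut at about 19% in these data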;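 also: higher means more PKAc released from R1A so a rise in polarization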
HTR5A ag = HTR5A agonism, opioid heterodimer counter-screen | activation, % at 9.3 µM | HTR5A agonist assay, luminescence, cell-based | P47898 | 0.61% of 340,000 active; in the data active = activation mostly above about 9.5%, no sharp cut-off; inactive = mostly below about 7.6%;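 also: 0% = cells with vehicle only and 100% = reference agonist; strong numbers were not always called active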
Arr AP2 block = inhibitors of human beta-arrestin and AP2 interaction; AID 504490; FITC-arrestin peptide / GST-AP2 beads, flow cytometry; AP2 beta2 appendage carries R879A mutation; inhibition, % at 10 µM; 0.31% of 340,000 active;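 active = inhibition above a set limit, near 3 SD of compounds lacking own fluorescence, cut at about 54% in these data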;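 also: plate controls were DMSO wells for no effect and 5 µM unlabelled arrestin peptide for full effect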
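System: GST-AP2 R879A glutathione beads | Also added: FITC-arrestin peptide, 50 nM | Times: 12 min plus 1 h, RT | Signal: Bead flow cytometry, FITC channel | Buffer or medium: PBS with 0.05% Tween 20 and 0.1% BSA | Read-out basis: Percent drop in bead-associated FITC signal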
PKA-R2B activ = activates the human PKA-R2B holoenzyme complex; AID 504700; 0.079% of 340,000 active; PKA-R2B holoenzyme dissociation, Cy5-IP20 fluorescence polarization; R2B truncated from residue 108, S112A mutant; 0% DMSO only, 100% 113 µM cGMP; activation, % at 11.4 µM;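 active = activation above a cutoff set at the mean over all compounds plus 3 SD, cut at about 18% in these data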;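 also: higher means more holoenzyme dissociation and a rise in polarization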
Pemphigus Ab inh = blocks pemphigus antibody binding to human desmoglein-3 | DSG3-coupled beads, scFv-anti-DSG3-GFP binding, flow cytometry; active compounds read low | binding (percent of control), % at 10 µM | 0.48% of 310,000 active;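 active = binding more than 3 SD below its plate's average and above zero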;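 also: hits lower antibody fragment binding to DSG3; some compounds called inactive have numbers as strong as hits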
OPRM1-OPRD1 ag = agonists of human mu-delta opioid receptor heterodimerization; cells, OPRM1-OPRD1 heterodimerization, luminescence; activation, % at 9.3 µM; 0.3% of 340,000 active; in the data active = activation above about 18%;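 also: 0% = vehicle-treated cells and 100% = reference agonist; values of inactives mirror those of a sister screen read the other way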
Target sequence (P35372 whole entry, looked up): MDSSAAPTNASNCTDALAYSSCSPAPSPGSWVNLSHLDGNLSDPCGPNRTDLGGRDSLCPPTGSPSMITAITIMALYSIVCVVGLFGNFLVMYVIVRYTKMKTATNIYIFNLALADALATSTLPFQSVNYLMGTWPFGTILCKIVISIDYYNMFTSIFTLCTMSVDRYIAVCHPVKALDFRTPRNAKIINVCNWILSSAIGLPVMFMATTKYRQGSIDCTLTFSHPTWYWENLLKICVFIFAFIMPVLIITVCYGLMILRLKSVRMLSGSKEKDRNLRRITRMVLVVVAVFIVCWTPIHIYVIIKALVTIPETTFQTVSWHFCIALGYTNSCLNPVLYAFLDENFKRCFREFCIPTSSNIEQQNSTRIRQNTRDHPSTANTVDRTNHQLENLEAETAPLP
Target sequence (P41143 whole entry, looked up): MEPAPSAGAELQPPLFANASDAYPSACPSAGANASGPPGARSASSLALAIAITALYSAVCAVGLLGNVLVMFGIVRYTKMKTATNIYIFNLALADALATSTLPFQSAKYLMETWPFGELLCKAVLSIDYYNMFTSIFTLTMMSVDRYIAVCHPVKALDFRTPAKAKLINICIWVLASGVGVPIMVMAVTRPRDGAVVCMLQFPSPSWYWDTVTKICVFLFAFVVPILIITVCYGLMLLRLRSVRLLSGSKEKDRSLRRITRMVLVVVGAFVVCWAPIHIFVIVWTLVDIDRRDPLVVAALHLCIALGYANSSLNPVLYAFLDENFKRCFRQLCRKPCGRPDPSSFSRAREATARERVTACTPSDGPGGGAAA
V-ATPase pHluor = alters yeast V-ATPase proton transport; S. cerevisiae, pHLuorin cytosolic pH fluorescence; response, % at 10 µM; 0.37% of 350,000 active; AID 504577; in the data active = response mostly above about 7.3%, no sharp cut-off; inactive = mostly below about 5.4%; also: actives read high; inactives centre near 0; some compounds called inactive have numbers as strong as hits; reference of the scale not given here
OPRM1-OPRD1 inv = mu-delta opioid heterodimer inverse agonism. cell-based MOR-DOR heterodimer luminescence. inhibition, % at 9.3 µM. AID 504357. P35372+P41143. 0.21% of 340,000 active; in the data active = inhibition above about 22%, passing the limit was not always enough;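 also: 0% = cells with DMSO and 100% = wells without cells with DMSO; values of inactives mirror those of a sister screen read the other way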
An asterisk follows results filed as active; / = not tested or not shown. Rows are unselected (roughly 2.4% active in at least one column).

molecule,HTR5A inv ctr,PKA-R2B activ,Pemphigus Ab inh,OPRM1-OPRD1 inv,PKA-R1A act,Arr AP2 block,V-ATPase pHluor,DAGLB inh,OPRM1-OPRD1 ag,HTR5A ag
Cc1cc(N)n(-c2ccc(S(=O)(=O)c3ccc(C(C)C)cc3)cc2)n1,1,-11,98,11,0,-1,-1,-2,-1.9,0
COc1ccc(/C=N/N=C2/NC(=O)C(c3ccccc3)(c3ccccc3)S2)cc1,-2,4,100,8,10,-7,3,-1,-1.3,-4
O=[N+]([O-])c1ccc2oc(C(O)c3cccc(Cl)c3)cc2c1 (configuration not stated),3,0,99,-20,0,31,-5,-5,4.2,-1
CCOc1cc(/C=N/NC(=O)c2ccncc2)ccc1OC(=O)c1ccc([N+](=O)[O-])cc1,-24,-3,106,-252,-14,29,0,1,45*,9
COc1ccc(CN2C(=O)c3cccnc3C2=O)cc1S(=O)(=O)NC1CCCCC1C (configuration not stated),8,4,97,11,16,-8,0,-1,-2.1,-5
Cc1nc2cc(-c3ccc(Cl)cc3)nn2c(C)c1CCC(=O)NC(C)c1ccc2c(c1)OCCO2 (configuration not stated),6,-3,101,4,-1,1,5,1,-0.7,-2
COc1ccc(/C=C2\Cc3ccccc3C2=O)cc1OC,1,0,85,5,5,3,3,7,-1.0,0
COc1ccc(C(C)C)cc1S(=O)(=O)NCC1CCCO1 (configuration not stated),-9,-1,96,16,0,38,-2,-1,-3.4,2
Cc1ccc(C)c(NC(=O)CN(C)C(=O)[C@@H](NC(=O)c2ccc(C(C)(C)C)cc2)C(C)C)c1,8,3,113,-18,-7,-2,1,-6,3.3,3
O=C(CCCC(=O)NCc1ccccc1)NCc1ccccc1,3,0,100,3,5,-18,0,1,-0.6,0
CC1(C)N=c2ccc([N+](=O)[O-])c(N)c2=[N+]1[O-],-2,-11,/,-24,-9,29,4,0,4.8,3
Cc1cccc(C2c3[nH]c4ccccc4c3CCN2C(=O)c2cc(-c3cccn3C)n[nH]2)n1 (configuration not stated),-17,10,95,-17,0,17,6,4,3.0,6
CC[C@@H](C)C(NC(=O)OC(C)(C)C)c1cn([C@@H](CCCCNC(=O)OC(C)(C)C)C(=O)N2CCN(C(=O)OC(C)(C)C)CC2)nn1 (some centres not stated),19,-2,106,-8,-5,2,6,-7,1.4,-2
CCOc1ccc(NC(=O)CCC(=O)NNC(=O)c2cccc([N+](=O)[O-])c2)cc1,-4,6,/,10,3,37,-3,-1,-2.0,1
C#Cc1ccc([C@H]2C=C(C(=O)NC3CC3)O[C@@H](OCC)[C@@H]2CCCO)cc1,6,-12,89,16,-6,2,-4,4,-2.9,7
COc1cc2c(cc1OC)/C(=C/C(=O)c1cccc([N+](=O)[O-])c1)NCC2,-1,-10,102,4,2,8,1,-2,-0.9,0
Cn1c(=O)c2sccc2n2c(CCCC(=O)NCc3ccc4c(c3)OCO4)nnc12,-3,5,/,8,2,32,1,-1,-1.5,1
Cc1ccc(CNC(=O)COc2ccc(S(=O)(=O)N3CCOCC3)cc2)cc1,15,-3,98,4,-24,3,3,-1,-0.6,-6
O=C(CSC1=NCCS1)Nc1cccc(F)c1,9,-15,106,7,3,15,3,-2,-1.5,2
Cc1csc(CNC(=O)c2ccc(OC3CCN(CCc4ccccc4)CC3)cc2)n1,8,-11,99,10,-5,-11,1,0,-1.9,0

Remaining list, next part.
molecule,HTR5A inv ctr,PKA-R2B activ,Pemphigus Ab inh,OPRM1-OPRD1 inv,PKA-R1A act,Arr AP2 block,V-ATPase pHluor,DAGLB inh,OPRM1-OPRD1 ag,HTR5A ag
CCOC(=O)c1c(NC(=O)C[n+]2ccc(N(C)C)cc2)sc(C)c1C,13,2,100,12,-7,4,4,-3,-2.4,-5
Cc1sc2nc(C3CC3)nc(N3CCN(C(=O)c4ccc(F)cc4)CC3)c2c1C,-6,-1,98,-10,-5,7,1,1,1.6,2
CC1CN(S(=O)(=O)c2cccc(C(=O)NCc3ccccn3)c2)CC(C)O1 (configuration not stated),10,-1,104,0,-9,9,1,-2,0.0,-4
CCOC(=O)c1cnc(-n2nc(C)cc2C)nc1Nc1ccc(O)cc1,-6,-1,100,-1,-13,-3,-1,0,0.3,2
Cn1nnnc1SCC(=O)N1CCN(c2cccc(Cl)c2)CC1,-9,-3,/,14,-3,-4,0,-7,-3.3,4
O=P(COCCOCCOCCOCP(=O)(c1ccccc1)c1ccccc1)(c1ccccc1)c1ccccc1,-37,2,91,12,5,22,-1,-3,-2.4,1
CN(CC(=O)Nc1cccc(F)c1)C(=O)CN1C(=O)C2CCCCC2C1=O (configuration not stated),2,-4,/,6,-7,-5,1,0,-1.6,-1
COc1ccc(S(=O)(=O)Nc2c(NC3CCCCC3)c3ccccc3oc2=O)cc1Cl,-18,-5,96,10,-9,-15,2,-3,-2.1,0
CCCCNCC#CCOc1cc(C)ccc1C(C)C,27,-4,109,-17,-17,-3,0,-1,3.4,7
Cn1c(NCCCO)nc2c1c(=O)n(Cc1ccccc1F)c(=O)n2C,-12,-7,94,15,1,-2,-2,-1,-3.5,5
COC(=O)c1ccccc1NC(=O)CSc1nc(NC(=O)c2ccccc2)c2c(C)c(C)oc2n1,13,-12,93,11,-12,10,0,-3,-2.6,1
COc1cccc(C(=O)NNC(=O)c2ccccc2)c1,-6,6,103,8,5,-4,-3,1,-1.5,3
CCc1ccccc1NC(=O)CN1CCN(C(=O)C2CCN(C(=O)/C=C/c3ccccc3)CC2)CC1,-8,-8,103,3,-12,-24,-1,0,-0.5,2
C=C1CC(C(=O)N/N=C/c2ccc(O)cc2)C1,16,-3,128,-5,-2,44,1,2,0.9,1
Cc1ccc(/C=N/n2c(C3CCCCC3)n[nH]c2=S)o1,18,-16,89,2,0,6,-1,-6,-0.4,-1
Nn1c(SCc2cn3ccsc3n2)nnc1-c1ccncc1,2,9,89,4,9,-4,-1,0,-0.7,1
O=C(Nc1cc2c3c(c1)CC(=O)N3CCC2)c1ccc(Br)o1,8,-1,78,0,11,7,0,2,0.0,-7
Cc1noc(NS(=O)(=O)c2ccc(NC(=O)C(CC(C)C)N3C(=O)c4ccccc4C3=O)cc2)c1C (configuration not stated),4,-8,98,3,7,3,2,5,-0.6,-1
CC1(C)CC(CC(=O)Nc2ccc([N+](=O)[O-])cc2)C(=O)O1 (configuration not stated),8,-2,106,7,-6,2,0,-1,-1.2,0
CCSc1nnc(NC(=O)c2ccc3ccccc3n2)s1,-26,0,106,20,-7,-7,0,-5,-3.4,4

(more compounds)
molecule,HTR5A inv ctr,PKA-R2B activ,Pemphigus Ab inh,OPRM1-OPRD1 inv,PKA-R1A act,Arr AP2 block,V-ATPase pHluor,DAGLB inh,OPRM1-OPRD1 ag,HTR5A ag
Cc1ccccc1N(C(=O)Cc1ccsc1)C(C(=O)NC1CCCCC1)c1ccc(F)cc1 (configuration not stated),-1,-3,98,6,4,3,-2,1,-1.0,-3
CCc1nnc(NC(=O)c2ccc(OC)cc2OC)s1,15,-2,86,-11,-11,3,2,4,1.8,-6
O=C(C1CCN(c2nnc(N3CCCC3=O)s2)CC1)N1CCN(Cc2ccc3c(c2)OCO3)CC1,-6,17,107,2,11,12,9,1,-0.3,2
COc1cc(C=O)ccc1OCCOCCOc1c(C)cc(Cl)cc1Cl,19,4,/,-15,1,10,11,-12,3.5,1
CN(C)c1ncc(S(=O)(=O)c2ccccc2)c(-c2ccccc2Cl)n1,2,-3,98,13,-8,9,0,-6,-2.5,7
COc1ccc2c(c1)c(CC(=O)NCc1cc([N+](=O)[O-])ccc1O)c(C)n2C(=O)c1ccc(Cl)cc1,-9,2,104,5,-1,-2,-4,4,-0.9,1
Cc1cc(C(=O)O)ccc1-n1c(C)cc(C=C2C(=O)c3ccccc3C2=O)c1C,-7,-7,104,10,-3,-14,-1,4,-1.8,2
Cc1ccc(C(=O)NC2CC(C)(C)NC(C)(C)C2)c(C)c1,-1,-5,98,9,1,19,6,1,-1.6,3
CN(CC(=O)NC(=O)NC1CCCCC1)CC(=O)Nc1ccc(OC(F)(F)F)cc1,5,-3,102,-11,-3,8,3,0,2.8,-2
CCCc1nnc(NC(=O)CCC(=O)Nc2ccc(Br)cc2)s1,-5,-7,95,17,-22,-10,2,-2,-3.2,1
Cc1cnc(CNC(=O)c2ccc(OC3CCN(C(=O)C4CC4)CC3)cc2)cn1,-6,12,100,8,2,6,5,-1,-1.4,2
CN(CCC#N)C(=O)COC(=O)c1ccc2c(=O)n3c(nc2c1)CCC3,6,3,104,4,-1,38,1,-3,-0.8,-1
CCOC(=O)CNC(=O)Cn1cnc2c(nnn2-c2cccc(OC)c2)c1=O,7,10,89,18,-3,-6,2,0,-3.1,-2
Cc1ccc(NC(=O)c2cc(S(=O)(=O)N3CCCCC3)ccc2N2CCOCC2)cc1F,-14,8,104,7,-4,1,-3,-3,-1.3,-1
O=C1NC(=O)/C(=C\c2ccc(Cl)cc2Cl)N1,-2,0,113,7,13,1,-1,0,-1.4,0
COC(C[C@@H](O)CC(=O)[C@H](C)OCc1ccccc1)OC,-9,-6,102,9,-6,/,2,-2,-1.6,-6
COc1ccc(CCNC(=O)COc2ccc([N+](=O)[O-])cc2)cc1,0,5,103,7,-2,9,1,0,-1.4,0
COc1ccc(-c2oc3c(OC)c(OC)c(OC)c(O)c3c(=O)c2OC)cc1OC,15,-5,93,3,-18,4,1,2,-0.5,-3
O=[N+]([O-])c1ccc(C[n+]2cccc3ccc4cccnc4c32)cc1,11,-2,100,4,-1,-18,0,-2,-0.8,1
CCCNCc1cc(OC)c(OCCC)cc1Cl,17,-9,98,3,-2,22,-4,4,-0.6,-2

Further structures follow:
molecule,HTR5A inv ctr,PKA-R2B activ,Pemphigus Ab inh,OPRM1-OPRD1 inv,PKA-R1A act,Arr AP2 block,V-ATPase pHluor,DAGLB inh,OPRM1-OPRD1 ag,HTR5A ag
COc1cc(OC)c(S(=O)(=O)Nc2ccccc2N2CCCCC2)cc1NC(C)=O,15,-9,103,15,-6,35,-1,1,-2.9,7
Cc1ccc(C(=O)Nc2ccc(C(=O)N/N=C/c3c[nH]c4ccccc34)cc2)cc1,12,7,90,5,0,-3,0,1,-1.0,3
COCCNC(=O)c1cccc(OC2CCN(Cc3ccc(F)c(OC)c3)CC2)c1,5,14,98,2,14,24,-3,-1,-0.4,-1
CC(=O)Nc1nc(-c2ccc3c(c2)CCN3C(=O)C2CC2)c(C)s1,-37,3,104,-1,6,6,-1,-2,0.2,14
COc1ccc(NC(=O)N(Cc2ccc(C)cc2)Cc2cccnc2)c(OC)c1,5,-3,99,15,-1,5,1,-1,-2.7,-2
Cc1cc2ncn(C(=O)N3CCCCC3)c2cc1C,-19,5,101,6,-8,5,-2,-1,-1.0,3

Some entries already given, reduced to Pemphigus Ab inh, PKA-R1A act and HTR5A inv ctr.
Compound | Pemphigus Ab inh | PKA-R1A act | HTR5A inv ctr
COc1ccc(NC(=O)N(Cc2ccc(C)cc2)Cc2cccnc2)c(OC)c1 | 99 | -1 | 5
Cc1cc2ncn(C(=O)N3CCCCC3)c2cc1C | 101 | -8 | -19

Source: PubChem
